Bioassay records from PubChem BioAssay.
SR-BI DiI-HDL act – activators of SR-BI mediated DiI-HDL uptake, primary screen, ldlA[mSR-BI] CHO cells, DiI fluorescence | 3 h; 100 = double the neutral-control signal | activation, % at 12.5 µM | 320,000 compounds, 0.096% hits | AID 504775, 2011;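 active = mean replicate activation of at least 60% and every replicate at or above 60%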;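 also: 0% = median plate neutral-control signal and 100% = twice that signal; values of inactives mirror those of a sister screen read the other way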
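System: CHO ldlA[mSR-BI] cells / Medium: HEPES-buffered (25 mM, pH 7.4) F12 plus 0.5% BSA / Probe or stimulus: labelled HDL, 10 µg/mL / Doses: single compound concentration, delivered by pin transfer / Schedule: 3 h, 37 °C / Measured by: DiI fluorescence, bottom read / Measure: cell-associated DiI fluorescence as measure of HDL uptake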
cardiac RTF act – cardiac RTF calcium sensitivity activators, primary screen, biochemical, IANBD-TnC fluorescence, EC20 calcium | IANBD-labeled TnC RTF fluorescence at EC20 calcium; 0% EC20 calcium, 100% full calcium | 340,000 compounds, 0.24% hits | activation, % at 7.2 µM;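 active = activation above the mean over all tested compounds plus 3 SD, cut at about 30% in these data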;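 also: rise in fluorescence read as greater calcium sensitivity of cardiac thin filaments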
C-LANA FP – inhibitors of KSHV C-LANA binding to DNA, primary screen, biochemical, fluorescence polarization, FAM-LBS DNA, MBP-C-LANA, single point. Kaposi's sarcoma herpesvirus LANA C-terminal domain (residues 932-1162) DNA binding. 340,000 compounds, 0.078% hits. inhibition, % at 9 µM;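 active = highest replicate inhibition at or above 60% at 9 µM, even if other replicates fall short; inactive = all replicates below 60% inhibition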;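 also: 0% = neutral control wells and 100% = 4 µM acridine orange control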
Rtt109 HAT inh – inhibitors of C. albicans Rtt109/Vps75 HAT, primary screen, biochemical, ThioGlo CoA-SH fluorescence, plate reader. AID 540336, 2011. purified Rtt109/Vps75, 4 h. 330,000 compounds, 0.16% hits. Histone acetyltransferase RTT109 (Candida albicans (strain SC5314 / ATCC MYA-2876)), …. inhibition, % at 34.9 µM;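 active = inhibition of at least 50% in every replicate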
Target sequence (Q5AAJ8 whole entry, looked up): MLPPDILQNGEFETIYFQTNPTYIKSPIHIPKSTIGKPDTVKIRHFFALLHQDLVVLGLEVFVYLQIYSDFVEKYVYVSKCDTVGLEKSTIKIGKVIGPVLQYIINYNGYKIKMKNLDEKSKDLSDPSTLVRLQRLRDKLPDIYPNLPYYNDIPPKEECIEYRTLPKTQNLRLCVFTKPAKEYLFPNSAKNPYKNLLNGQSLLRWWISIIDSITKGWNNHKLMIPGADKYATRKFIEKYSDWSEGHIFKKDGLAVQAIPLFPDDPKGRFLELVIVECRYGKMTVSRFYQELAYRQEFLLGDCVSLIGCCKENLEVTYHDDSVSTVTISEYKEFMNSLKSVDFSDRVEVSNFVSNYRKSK
DAGLB inhibitor – DAGLB lipase inhibitors, primary screen, biochemical, fluorescence, HTS; 340,000 compounds, 0.059% hits; Diacylglycerol lipase-beta (Homo sapiens), Q8NCG7; inhibition, % at 5.17 µM; HEK293T DAGLB membrane lysate, EnzChek fluorogenic substrate; in the data active = inhibition above about 34%;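 also: 0% = enzyme with vehicle and 100% = wells lacking enzyme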
Target sequence (Q8NCG7 whole entry, looked up): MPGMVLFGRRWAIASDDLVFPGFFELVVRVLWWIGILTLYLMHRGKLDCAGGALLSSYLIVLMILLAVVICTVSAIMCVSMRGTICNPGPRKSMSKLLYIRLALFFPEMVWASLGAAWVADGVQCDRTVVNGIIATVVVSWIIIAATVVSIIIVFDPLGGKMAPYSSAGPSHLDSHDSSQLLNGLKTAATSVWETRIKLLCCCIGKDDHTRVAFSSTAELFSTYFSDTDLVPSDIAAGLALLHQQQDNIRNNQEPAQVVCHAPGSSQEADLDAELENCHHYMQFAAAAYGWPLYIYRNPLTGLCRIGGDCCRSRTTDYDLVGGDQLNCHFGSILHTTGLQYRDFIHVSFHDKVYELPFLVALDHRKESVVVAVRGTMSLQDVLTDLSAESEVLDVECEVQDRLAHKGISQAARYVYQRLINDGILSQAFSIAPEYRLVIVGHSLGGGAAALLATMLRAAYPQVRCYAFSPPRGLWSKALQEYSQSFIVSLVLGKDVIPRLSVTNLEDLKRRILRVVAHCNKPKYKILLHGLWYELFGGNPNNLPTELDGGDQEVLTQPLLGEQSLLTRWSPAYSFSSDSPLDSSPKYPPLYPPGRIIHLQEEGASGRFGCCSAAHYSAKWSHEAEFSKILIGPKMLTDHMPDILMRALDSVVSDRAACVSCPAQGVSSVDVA
RTF Ca sens inh – cardiac RTF calcium sensitivity inhibitors, primary screen, biochemical, IANBD-TnC fluorescence, EC70 calcium. Troponin I, cardiac muscle (Homo sapiens) + Troponin T, cardiac muscle (Homo sapiens) + …. IANBD-labeled cardiac RTF, Ca2+ fluorescence. inhibition, % at 7.15 µM. 340,000 compounds, 0.12% hits;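 active = inhibition above the mean inhibition of all tested compounds plus 3 SD, cut at about 17% in these data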;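 also: assay run at fixed EC70 calcium of 1.6 mM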
CAL PDZ FP-1 – CAL PDZ peptide-binding inhibitors, primary screen, biochemical, fluorescence polarization, Cer-tagged CAL PDZ, HTS | AID 504414, 2011 | purified CAL PDZ, TMR-peptide fluorescence polarization, 1 h | inhibition, % at 20 µM | Golgi-associated PDZ and coiled-coil motif-containing protein (Homo sapiens), Q9HD26 | 330,000 compounds, 0.02% hits;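 active = highest replicate inhibition of at least 40%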;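 also: plate controls were DMSO neutral control wells for no effect and unlabeled competitor peptide control wells for full effect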
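Material: tagged CAL PDZ domain; buffer or medium: 25 mM sodium phosphate pH 7.4, 150 mM NaCl, TCEP, IgG, Thesit; compound dosing: single point, 20 µM; schedule: 1 h incubation at room temperature before polarization reading; measured by: FP readout, S and P plane fluorescence; read-out basis: percent inhibition from loss of millipolarization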
Keap1-Nrf2 PPI – Keap1-Nrf2 protein-protein interaction inhibitors, primary screen, biochemical, fluorescence polarization, single point; Kelch-like ECH-associated protein 1 (Homo sapiens), Q14145; inhibition, % at 9.4 µM; 340,000 compounds, 0.15% hits; Keap1 Kelch-Nrf2 peptide fluorescence polarization, 1536-well; in the data active = inhibition above about 12%;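 also: human Keap1 Kelch domain with fluorescein labeled Nrf2 9mer peptide probe; 0% = neutral control wells and 100% = peptide positive control; higher means more block of Keap1 binding to Nrf2 peptide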
PKA-R2B activ – activators of PKA-R2B holoenzyme, primary screen, biochemical, fluorescence polarization, Cy5-IP20, human. activation, % at 11.4 µM. AID 504700, 2011. cAMP-dependent protein kinase catalytic subunit beta (Homo sapiens) + cAMP-dependent …. 340,000 compounds, 0.079% hits. PKA-R2B holoenzyme dissociation; R2B truncated from residue 108, S112A mutant; 0% DMSO only, 100% 113 µM cGMP;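 active = activation above a cutoff set at the mean over all compounds plus 3 SD, cut at about 18% in these data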;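 also: higher means more holoenzyme dissociation and a rise in polarization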
CAL PDZ FP-2 – untagged CAL PDZ binding inhibitors, primary screen, biochemical, fluorescence polarization, HTS. purified CAL PDZ, TMR-peptide fluorescence polarization, 1 h. inhibition, % at 24.9 µM. 300,000 compounds, 0.92% hits. AID 602252, 2012;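 active = mean inhibition of at least 30% with at least half of replicates also reaching 30%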;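 also: 0% = DMSO neutral control and 100% = excess unlabeled competitor peptide PRC23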
Numbers without * were called inactive; . = no result given.

SMILES	SR-BI DiI-HDL act	cardiac RTF act	C-LANA FP	Rtt109 HAT inh	DAGLB inhibitor	RTF Ca sens inh	CAL PDZ FP-1	Keap1-Nrf2 PPI	PKA-R2B activ	CAL PDZ FP-2
Cc1ccc(OCC(=O)Nc2ccc(Cl)cc2)c(-n2nc3ccccc3n2)c1	-21	-7	1.6	4	0	4	-0.4	-2	-5	-4
Cc1cc(=O)oc2cc(OC(C)C(=O)Nc3ccc(C(N)=O)cc3)ccc12 (centres undefined)	8	1	2.4	-7	1	-3	-0.4	-3	-3	.
Cc1cccc(C(=O)Nc2ccc(C(=O)/C=C/c3cccs3)cc2)c1	-34	-1	-2.3	-3	-3	-3	-5.3	-5	4	-5
C/C(CC(=O)Nc1ccccc1)=N\NC(=O)COc1ccc(C)cc1Br	-16	1	-1.5	-2	-2	-13	-1.1	-2	-12	.
CCOC(=O)C1(Cc2ccccc2C)CCCN(C(=O)c2ccoc2)C1 (centres undefined)	25	-2	0.2	4	3	-2	1.4	-5	-2	1
COc1ccc(NS(=O)(=O)c2ccc(N3CCCCC3)c(NC(=O)C(C)NC(N)=O)c2)cc1 (centres undefined)	11	-4	0.2	-2	0	0	-0.6	-3	1	-2
O=C(NCCc1ccccc1)c1cccc(NC(=O)C2CCCC2)c1	-16	2	0.6	-9	-2	-1	-1.1	-4	-6	-1
COc1ccc(C2=CC(c3c(C)nn(-c4ccccc4)c3Cl)n3nnnc3N2)cc1OC (centres undefined)	-41	1	3.0	3	-5	-12	-1.2	-6	-3	-2
O=C1c2ccccc2C(=O)N1CCC(O)C[N+](=O)[O-] (centres undefined)	14	10	-1.1	3	0	-3	0.1	-6	1	7
COc1ccc(-c2[nH]c3ccccc3c2SCCNC(=O)c2ccccc2)cc1	-26	-3	-1.8	-3	1	0	-0.4	-2	0	-4
COc1cccc(Cn2nnc(C(=O)Nc3cc(Cl)ccc3OC)c2N)c1	-17	3	-4.4	-3	-5	-8	-1.5	-1	-3	.
CC(C)(C)C(=O)NC1(C(F)(F)F)NC(=O)N(c2ccc(F)cc2)C1=O (centres undefined)	28	2	-0.3	-4	0	-5	-5.6	-3	-1	3
O=C(N/N=C/c1ccc(C(F)(F)F)cc1)c1ccncc1	-23	1	-1.9	-4	1	-2	-1.2	-2	-2	-1
CCOc1ccc(S(=O)(=O)Nc2ccc(C(=O)NCC3(N4CCCCC4)CCCCC3)cc2)cc1	9	-4	0.1	18	1	-2	-2.3	-4	4	-2
CSc1nc2c(c(=O)[nH]1)C(c1ccc(Cl)cc1)CC(=O)N2 (centres undefined)	22	1	-0.5	1	0	4	.	-6	-13	-4
CN(C)S(=O)(=O)c1cc(C(=O)Nc2ccccc2C(=O)NC2CC2)ccc1Cl	-8	4	1.0	-2	-1	-7	-4.3	-2	-5	-15
Cc1cc(C)c(OCC(=O)N(Cc2ccccc2)C2CCS(=O)(=O)C2)c(C)c1 (centres undefined)	-20	-3	-0.9	-5	0	-4	-1.9	1	-3	-5
Cc1ccccc1C(=O)O/N=C(\N)c1cccc([N+](=O)[O-])c1	-19	-1	0.5	-16	-10	-5	-0.5	-6	3	.
Cc1noc(C)c1COc1ccc(C(=O)NCc2cccs2)cc1	-29	-3	0.7	-1	-2	6	-0.7	-2	-1	.
CCOC(=O)COc1cccc2c(=O)n(CC(N)=O)ccc12	7	7	-1.3	-22	0	-3	-0.6	-10	-7	9
COc1cc(Cl)ccc1OCc1cc(C(=O)N(C)CCc2cnn(C)c2)no1	-17	0	-0.8	-12	3	-5	-2.7	-3	-7	-5
CC(=O)N1CCN(C(=S)NC(=O)c2c(-c3ccccc3Cl)noc2C)CC1	-5	-5	0.2	4	2	-17	0.1	4	8	-2
CNC1=C([N+](=O)[O-])CC([N+](=O)[O-])=C(N2CCNCC2)N1C	15	0	0.6	0	-1	-6	-2.2	-2	-1	-4
CN(C)c1nc(NCc2ccccc2)nc(SCC(=O)Nc2ccc(Cl)c(Cl)c2)n1	-8	5	-1.2	-3	-5	-5	-2.4	-3	-4	.

A draw from above in order of molecular weight, falling.
SMILES	SR-BI DiI-HDL act	cardiac RTF act	C-LANA FP	Rtt109 HAT inh	DAGLB inhibitor	RTF Ca sens inh	CAL PDZ FP-1	Keap1-Nrf2 PPI	PKA-R2B activ	CAL PDZ FP-2
CN(C)c1nc(NCc2ccccc2)nc(SCC(=O)Nc2ccc(Cl)c(Cl)c2)n1	-8	5	-1.2	-3	-5	-5	-2.4	-3	-4	.
Cc1noc(C)c1COc1ccc(C(=O)NCc2cccs2)cc1	-29	-3	0.7	-1	-2	6	-0.7	-2	-1	.
CSc1nc2c(c(=O)[nH]1)C(c1ccc(Cl)cc1)CC(=O)N2 (centres undefined)	22	1	-0.5	1	0	4	.	-6	-13	-4
Cc1ccccc1C(=O)O/N=C(\N)c1cccc([N+](=O)[O-])c1	-19	-1	0.5	-16	-10	-5	-0.5	-6	3	.
O=C(N/N=C/c1ccc(C(F)(F)F)cc1)c1ccncc1	-23	1	-1.9	-4	1	-2	-1.2	-2	-2	-1

More compounds follow:
SMILES	SR-BI DiI-HDL act	cardiac RTF act	C-LANA FP	Rtt109 HAT inh	DAGLB inhibitor	RTF Ca sens inh	CAL PDZ FP-1	Keap1-Nrf2 PPI	PKA-R2B activ	CAL PDZ FP-2
CCOCCn1c(CN2CCCCC2C)nc2c1c(=O)n(C)c(=O)n2C (centres undefined)	26	-2	0.1	-1	0	3	-0.3	2	8	.
CN(c1ccc(S(=O)(=O)N2CCOCC2)cn1)C1CCCCC1	24	2	-3.5	-3	0	-5	-1.1	-2	-5	-6
Cc1cc2nc(CO)[nH]c2cc1C	13	-6	2.3	4	-2	-3	0.1	-3	-11	-5
C=CCNC(=S)NNC(=O)COc1ccc2cc(Br)ccc2c1	-18	3	1.7	14	1	-1	-2.4	-3	-6	-3
Cc1ccsc1C(=O)OCC(=O)NCc1ccc2c(c1)OCO2	11	-3	-0.4	3	3	-8	-0.9	3	-1	-3
COc1ccccc1NC(=O)C1=C(C)Nc2nc(-c3cccnc3)nn2C1c1ccccn1 (centres undefined)	.	0	-1.0	-4	-2	-8	0.1	-1	2	7
CC(=O)/C(=C/c1ccc(N(C)C)cc1)C(=O)c1ccccc1	1	-2	1.7	1	3	3	-0.3	-3	-15	-3
O=C(CSc1nnnn1-c1ccccc1)Nc1ncc(Cc2cc(Cl)ccc2Cl)s1	26	10	-0.8	0	-1	1	-1.7	-1	-11	1
CC1(CCc2ccccc2)NC(=O)N(CC(=O)Nc2ccccc2)C1=O (centres undefined)	.	-2	0.6	.	-2	-8	-0.1	0	-8	.
C[C@H]1CN([C@@H](C)CO)C(=O)Cc2cc(NC(=O)CCC(F)(F)F)ccc2O[C@H]1CN(C)Cc1ccc(-c2ccccc2)cc1	154*	2	-2.5	14	-2	4	-0.2	-2	-6	0
Cc1ccc(C2CC(C(F)(F)F)n3nc(C(=O)NCCN4CCOCC4)cc3N2)cc1 (centres undefined)	.	-3	-0.1	-15	0	-13	-0.6	-11	1	-1
O=C(NCC1CCCO1)c1cc2c([nH]c3ccccc32)c(-c2cccc(Br)c2)n1 (centres undefined)	-69	0	1.5	4	-10	6	-6.3	0	-8	-2
CCOc1ccc(C2c3[nH]c4ccccc4c3CCN2Cc2cn(CC)nc2C)cc1 (centres undefined)	18	4	1.0	5	0	2	-0.5	3	-2	4
Cc1nc(N)[nH]c(=O)c1CCCNc1ccc(CCC2(CCl)OCCO2)cc1	14	6	4.2	2	5	-1	-1.0	-4	-6	-4
O=C1C2CCCN2C(c2cccs2)N1c1ccc(Cl)cc1 (centres undefined)	-8	7	-0.6	13	3	-1	0.2	-9	0	2
CN1C(=O)C(O)(CC(=O)/C=C\c2ccc3c(c2)OCO3)c2ccccc21 (centres undefined)	2	.	1.2	-7	.	.	0.4	-6	.	-1
Cc1cc2[nH]c(=O)c(=O)[nH]c2cc1S(=O)(=O)N1CCN(c2ccccc2F)CC1	.	3	-2.3	-11	4	-4	-1.9	-13	-15	1
N#Cc1c(/N=C/c2ccc(Br)s2)sc2c1CCC2	22	3	0.9	4	-2	3	-1.7	1	1	-2
Cc1ccc(C(=O)NCCOC23CC4CC(CC(C4)C2)C3)cc1	22	3	-0.1	21	-2	11	-1.9	-1	2	-4
CCOC(=O)Cn1c(=O)n(Cc2ccccc2)c(=O)c2cccnc21	11	1	1.8	-2	0	-7	-1.5	0	-9	.
O=C(CSc1nnc(-c2cccnc2)o1)Nc1ccccc1Br	.	-4	0.8	-2	0	-5	-2.7	2	8	-2
COc1cc2cc(CCCOC(=O)c3ccc(F)cc3)oc(=O)c2cc1OC	-15	5	0.5	7	-9	2	0.0	4	9	-5
Cc1cc(C)nc(N2CCC(C(=O)NNC(=O)c3ccccc3)CC2)n1	-25	-8	-1.1	-5	1	-10	-2.5	1	3	-4
Brc1ccc(Nc2c3c(nc4ncnn24)CCC3)cc1	1	-3	-1.6	13	4	-6	-1.4	-1	0	.
CCOc1ccc(NC(=O)C2CCCN(S(=O)(=O)c3ccc4c(c3)CC(C)N4C(C)=O)C2)cc1 (centres undefined)	-17	6	1.1	-33	1	-6	-1.7	-2	-14	-3
CCN(CC)c1nc(N(CC)CC)[nH]c(=O)n1	8	-2	-0.1	11	-2	-8	-0.2	0	-7	-7
O=C(Nc1cc(C(F)(F)F)ccc1Cl)C(NCc1ccccc1)c1ccccc1 (centres undefined)	18	8	0.2	-7	-14	-6	-2.4	-6	3	-2
CCCCNc1nc2cccnc2s1	21	-1	-0.3	-4	-2	-8	-0.5	-3	-7	.
COc1cccc(NC(=S)NN=C2CCCCCC2)c1	-18	-2	3.7	-8	-6	-1	.	-3	-10	-5
O=C(OCC(=O)N(Cc1ccccc1)Cc1ccccc1)c1ccccc1O	-10	1	0.2	3	-8	-5	-1.3	1	-8	1
COc1cc(/C=C(\C#N)C(=O)Nc2ccccc2C(=O)O)cc(Cl)c1OC	-15	2	0.7	17	4	-16	-4.2	-2	-3	6
